From PubChem BioAssay
mcGAS inh: mouse cGAS inhibition by luminescence; Q8C6L5; recombinant cGAS, Kinase-Glo ATP depletion luminescence; inhibition, % at 12.5 µM; hit rate 0.15% among 160,000;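 note: 0% = negative control wells and 100% = reference inhibitor with no enzyme activity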
hcGAS lum: blocks human cGAS activity; hit rate 0.081% among 290,000; inhibition, % at 12.5 µM; recombinant h-cGAS, ATP depletion, Kinase-Glo luminescence; Q8N884; AID 1259398;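 note: 0% = vehicle reaction and 100% = reaction without DNA for no activity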
Target sequence (Q8N884 whole entry, looked up): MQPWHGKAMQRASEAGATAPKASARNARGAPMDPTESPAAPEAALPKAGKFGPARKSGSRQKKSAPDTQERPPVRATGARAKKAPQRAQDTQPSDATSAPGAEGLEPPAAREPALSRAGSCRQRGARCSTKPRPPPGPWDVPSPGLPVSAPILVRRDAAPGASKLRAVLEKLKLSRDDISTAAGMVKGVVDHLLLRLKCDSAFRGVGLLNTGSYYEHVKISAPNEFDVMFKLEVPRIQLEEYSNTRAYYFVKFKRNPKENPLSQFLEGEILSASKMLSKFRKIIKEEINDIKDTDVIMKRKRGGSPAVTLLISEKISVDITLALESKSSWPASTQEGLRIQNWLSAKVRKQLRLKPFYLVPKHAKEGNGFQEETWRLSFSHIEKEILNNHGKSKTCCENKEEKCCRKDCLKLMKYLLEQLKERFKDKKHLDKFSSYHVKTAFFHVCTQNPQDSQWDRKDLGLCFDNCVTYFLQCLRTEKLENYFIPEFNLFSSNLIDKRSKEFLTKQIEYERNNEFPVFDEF
NPYLR7 ag: activates Aedes aegypti NPYLR7 receptor; activation, % at 10 µM; HEK293T NPYLR7/Galpha15, GCaMP6s calcium fluorescence; AID 1259423; hit rate 0.15% among 270,000; in the data active = activation above about 40%;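 note: 0% = vehicle and 100% = reference agonist at the receptor; some compounds past the cut are filed as inactive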
The depositor's hits bear a star; / = no result given; & = joins results of further samples. Cut-off read from the data, not from the text of the source, unless noted: active = inhibition above about 40%; inactive = the rest.

Every second line gives: mcGAS inh | hcGAS lum | NPYLR7 ag
- COCCN(CC(=O)N(CCc1ccccc1)Cc1ccc(C)o1)Cc1ccc(C(F)(F)F)cc1
→ -5 | -4 | 3
- CCc1nn(-c2ccccc2)c(NC(=O)CC2C=CS(=O)(=O)C2)c1C (stereo not given)
→ / | -8 | 10
- CC(=O)Cn1c(=O)c2c(nc3n2CC(C)CN3c2ccc(Br)cc2)n(C)c1=O (stereo not given)
→ / | -7 | 10
- Cc1cccn2cc(C(=O)NC[C@@H]3CCNC[C@H]3O)nc12
→ / | -4 | -2
- Cc1cccc2nc(Cn3ccnc3S(C)(=O)=O)cn12
→ / | -7 | 1
- CN(C(=O)c1ccc2[nH]c(=O)c(=O)[nH]c2c1)C1CCCCCC1
→ -15 | -4 | 9
- O=C(NCCCn1c(=O)[nH]c2ccccc21)Nc1cccc(F)c1
→ -4 | -2 | 24
- Cc1cc(=O)[nH]c(-n2nc(C)c(CCC(=O)Nc3nc(C)cs3)c2C)n1
→ / | -5 | 1
- CCN(CC(=O)NC1CCS(=O)(=O)C1)C(=O)Cn1cnc2sc(C)c(C)c2c1=O (stereo not given)
→ / | -2 | -1
- CC1=NN(c2ccccc2)C(=O)/C1=C/c1ccc(-c2ccc(Br)cc2)o1
→ -3 | -3 | -5
- Cn1c(N)nc(=O)c2nccnc21
→ / | -2 | 2
- CC(C)CC(=O)N1CCN(c2ccc(-n3cccn3)nn2)CC1
→ / | -5 | 8
- Cc1ccc2c(c1)NC(CN=C(N)N)CC2 (stereo not given)
→ / | 7 | 2
- COCCn1c(SC(C)C(=O)NC(C)CCc2ccccc2)nc2sc(C)c(C)c2c1=O (stereo not given)
→ -6 | -6 | 0
- Clc1ccc(CCN2COc3cc4c(cc3C2)OCO4)cc1
→ / | -9 | 16
- CNC(=O)[C@@H]1C[C@@H](N)CN1C(=O)c1c(C)nc2ccc(Cl)cn12
→ / | -11 | 12
- O=c1[nH]cc(S(=O)(=O)Nc2ccccc2F)c(=O)[nH]1
→ -8 | -5 | -12
- CCCNC(=O)Cn1nc2c(c1NC(=O)c1ccc(C(C)(C)C)cc1)CSC2
→ -3 | 0 | -4
- Clc1cc(CCNc2nnnn2-c2ccccc2)cc2c1OCCO2
→ / | -2 | 4
- Cc1ccc(Cl)cc1NC(=O)C(C)Oc1ccc(C(=O)O)cc1Br (stereo not given)
→ / | -12 | 1

Next entries follow.
Every second line gives: mcGAS inh | hcGAS lum | NPYLR7 ag
- CCOc1ccc(NC2CCN(c3ccccc3F)C2=O)cc1CO (stereo not given)
→ / | 3 | -1
- O=C(NCCNC(=O)C1CCN(C(=O)c2cccc(Br)c2)CC1)c1ccccc1
→ -5 | -3 | -1
- CSCCC(NC(=O)c1ccc(C)cc1)c1nnc2ccccn12 (stereo not given)
→ -7 | -5 | 2
- C=CCOC(CN1CCN(C(=O)c2cccc(Cl)c2)CC1)c1cccc(N2CCCC2)c1 (stereo not given)
→ -3 | -1 | -3
- CCOC(=O)c1ccc(Nc2nnc(C)c(=O)[nH]2)cc1
→ / | -2 | 2
- c1cnn(-c2cc(N3CCC(n4cc(-c5ccsc5)nn4)CC3)ncn2)c1
→ / | -2 | -3
- O=C(C1CCC(=O)N(C2CC2)C1)N1CCC(O)(c2cccc(C(F)(F)F)c2)CC1 (stereo not given)
→ / | -8 | 11
- CCCCCCCCCCCCCC(=O)N1CCSC1c1ccc2c(c1)OCO2 (stereo not given)
→ -5 | -2 | 24
- COc1cccc(-c2cc(C(=O)N3CCC(C(N)=O)CC3)n(-c3cccc(C)c3)n2)c1
→ 0 | -1 | -5
- CCS(=O)(=O)NC(=O)C1(C)CCN1C(=O)Cc1ccc(Cl)cc1Cl (stereo not given)
→ / | -9 | -1
- CCc1cccc(NC(=O)Cn2nc(NC)c(-c3nc(-c4ccccc4C)no3)c2N)c1
→ -10 | -4 | /
- CC1CC(=O)NCCN1c1ccc(S(=O)(=O)C(F)(F)F)cc1 (stereo not given)
→ / | 1 | 0
- COc1cc(Cl)c(C(=O)N2CCOC(COc3ccccc3OC)C2)cc1OC (stereo not given)
→ -9 | -6 | 26
- O=C(O)C(O)c1ccc(-c2cccc3cnccc23)cc1 (stereo not given)
→ / | -9 | 8
- COc1cc(OC)cc(C(=O)N2CCN(c3cc(C)nc(-c4cccc(F)c4)n3)CC2)c1
→ 1 | 12 | 0
- O=C(NNS(=O)(=O)c1cccc(Br)c1)c1cc2c(s1)CCCCC2
→ / | -4 | 3
- N#Cc1c2c(c(NCCOCCO)n3c1nc1ccccc13)CCCC2
→ / | -6 | 7
- C=CCNC(=O)c1c(O)nc2c(C)cccn2c1=O
→ -9 | -9 | -1
- O=[N+]([O-])c1ccc(Cl)c(C=NN2CCN(Cc3cccc4ccccc34)CC2)c1
→ -5 | -5 | -7
- Cc1ccc(Cn2c(CN3CCCCC3C)nc3c2c(=O)n(C)c(=O)n3C)cc1 (stereo not given)
→ -8 | -3 | 5

(continued)
Every second line gives: mcGAS inh | hcGAS lum | NPYLR7 ag
- Cc1oc(-c2ccc(C(F)(F)F)cc2)nc1CN1CCN(c2ccccc2)C(=O)C1
→ / | -8 | 3
- O=C(Nc1c(F)cc(F)cc1Br)c1cc2nc(-c3ccc(F)cc3)cc(C(F)(F)F)n2n1
→ 1 | -1 | -4
- C#CCOCC(O)CN(CCC(C)C)Cc1ccccc1OC (stereo not given)
→ -4 | 0 | 15
- Cc1ccc(C(=O)NC2CCCC(OCC(F)(F)F)C2)c(=O)[nH]1 (stereo not given)
→ / | 0 | 0
- CC1=NN(C(=O)CCc2ccccc2)C(O)(c2cccnc2)C1 (stereo not given)
→ / | -9 | 15
- CCc1[nH]c2c(CNC(=O)Cc3ccccc3O)cc(C)cc2c1C
→ -13 | -6 | 7
- COCCN(Cc1cccc(F)c1)Cc1ccc(C(O)(c2ccc(OC)cc2)c2ccc(OC)cc2)o1
→ -3 | -1 | 8
- C#CCn1cnc2c(nnn2-c2ccc(C)c(C)c2)c1=O
→ -9 | -11 | 1
- CCNC(=O)N1CCc2nc(-c3ccccc3)nc(N3CCCC3)c2C1
→ -3 | -5 | 5
- CCOC(=O)C1CCCN(C(=O)c2ccc(CSc3nc(Cl)cc(N4CCC5(CC4)OCCO5)n3)cc2)C1 (stereo not given)
→ 1 | 20 | -14
- COc1ccc(NC(=O)CSc2nc(=O)n(CCO)c3c2CCC3)c(OC)c1
→ -8 | -6 | -5
- CCCN1C(=O)C(c2c(CC)[nH]n(-c3ccccc3)c2=O)=C(c2c(C)[nH]c3ccccc23)C1=O
→ -10 | -20 | /
- Cc1ccc(-c2noc(CN3CCc4sccc4C3)n2)cc1
→ -8 | -5 | 8
- Cc1ccccc1C(=O)N[C@@H]1CCCCC1NC(=O)C1CCN(S(=O)(=O)C[C@]23CCC(CC2=O)C3(C)C)CC1 (stereo not given in full)
→ -10 | -6 | 5
- O=C(NC1CC1)c1c(NC(=O)C23CC4CC(CC(C4)C2)C3)sc2c1CCCC2
→ / | -5 | 1
- COc1cccc(-n2c(-c3ccc(Cl)cc3)cc(C(=O)NCc3ccco3)c2C)c1
→ -5 | -10 | 1
- CCCc1nc(NCCSCC)c2cnn(C)c2n1
→ 0 | 3 | -5
- O=C(c1ccco1)N1CCN(C(c2ccccc2)c2ccc(Cl)cc2)CC1 (stereo not given)
→ -6 | -4 | 8
- C=CCN(CC(=O)N1CCc2sccc2C1COc1cccc(F)c1)C(=O)c1cccc(Cl)c1 (stereo not given)
→ -6 | -6 | -1
- CCc1nc(NC(=O)CCc2ccc3c(c2)OCO3)n[nH]1
→ 0 | 0 | -1

New compounds follow.
Every second line gives: mcGAS inh | hcGAS lum | NPYLR7 ag
- O=C(NN=Cc1ccco1)c1cccc(C(=O)NN=Cc2ccco2)c1
→ / | -9 | -1
- CCCC(=O)N1CCC1(C)C(=O)Nc1cccc(OC(C)C)c1 (stereo not given)
→ -8 | -16 | 4
- COC(=O)N1C[C@@H]2C(CN(C)CCn3ccnc3C)[C@@H]2C1 (stereo not given in full)
→ -3 | 0 | /
- Cc1cc(N(C)CC2COCCO2)nc(-c2cccnc2)n1 (stereo not given)
→ / | 0 | 1
- COc1ccc(C(=O)N[C@@H]2CCCCC2NC(=O)C2CCCN(C(=O)C(Cl)c3ccccc3)C2)cc1 (stereo not given in full)
→ -8 | -8 | 20
- Cc1cc(C)n(-c2ccc(C(=O)N(C)CC(O)CO)cc2)n1 (stereo not given)
→ / | 1 | 18
- Cc1onc(-c2ccccc2)c1C(=O)NC1CCCc2c1cnn2-c1ccc(F)cc1F (stereo not given)
→ -8 | -6&-6 | 15&13
- Cc1ccc(OCC(=O)NCCc2ccc3c(c2)OCO3)c(C)c1
→ -8 | -5 | -1
- Cc1ccc(/C=C/S(=O)(=O)NCCCn2nc(-c3ccco3)ccc2=O)cc1
→ / | 1 | 2
- CC(C)c1ccccc1OC1CC2CCC(C1)N2C(=O)c1ccc(CSc2ccc(Cl)cc2Cl)cc1 (stereo not given)
→ -8 | -6 | 14
- NCCc1nc(N(Cc2ccccn2)CC2CCCO2)c2ccccc2n1 (stereo not given)
→ -14 | -9 | 4
- COC(=O)c1ccc(COC(CN2CCN(C(=O)NCCc3cccc(OC)c3OC)CC2)c2ccc(Cl)cc2)cc1 (stereo not given)
→ -3 | -1 | /
- CCOC(=O)c1cnc(N2CCNCC2)s1
→ / | 4 | -2
- O=C(OCC(=O)N(C1CC1)C1CCS(=O)(=O)C1)c1ccc2c(c1)OCO2 (stereo not given)
→ -5 | -5 | 6
- N#Cc1ccc(CS(=O)(=O)N2CCN(Cc3ccc4c(c3)CCO4)CC2)cc1
→ / | -1 | 11
- COc1ccc(CN2CCN(c3cc(Oc4ccc(F)c(F)c4)ncn3)CC2)cc1
→ -7 | -10 | 10
- COc1ccc(-c2noc(-c3cccn(CC(=O)Nc4ccccc4)c3=O)n2)cc1OC
→ -5 | -2 | /
- CCOC(=O)C12CC1/C(=N\O)c1ccccc1O2 (stereo not given)
→ -3 | -2 | 4
- Cc1nn(CC(=O)Nc2sc3c(c2C#N)CCC(C)C3)c(C)c1[N+](=O)[O-] (stereo not given)
→ 1 | -1 | 0
- COc1ccc(C)cc1COC(=O)c1cc(S(N)(=O)=O)ccc1Cl
→ -13 | -4 | -1

The listing continues.
Every second line gives: mcGAS inh | hcGAS lum | NPYLR7 ag
- O=C(N(Cc1ccc(F)cc1)C1CC1)C12CC3CC(CC(Cl)(C3)C1)C2
→ / | -3 | -2
- Cc1ccc(-n2nc(C(=O)NCC3CCCO3)c(=O)n(Cc3ccc(F)cc3)c2=O)cc1Cl (stereo not given)
→ -1 | -1 | -3
- Cc1cccc(Cn2ccnc2CN(C(=O)c2ccccc2F)C2CCCCC2)c1
→ 1 | -1 | -28
- Cc1cc(C2CCCN2C(=O)C(C)n2ccnc2)on1 (stereo not given)
→ / | -6 | 10
- COc1ccc(CCNC(=O)c2csc(CSc3nnc(-c4cccnc4)n3-c3cccc(C(F)(F)F)c3)n2)cc1OC
→ -3 | -2 | 12
- CCn1ncc(C(=O)NCCc2nccc(-c3ccccc3)n2)c1C
→ -10 | 0&-2 | 15&8
- Cn1cc(S(=O)(=O)NC(=O)CCc2cccc(F)c2F)cn1
→ / | -4 | -4
- Cc1sc2ncnc(NCC3CCN(c4cnn(C)c(=O)c4)C3)c2c1C (stereo not given)
→ / | -3 | 6
- COc1ccccc1-n1c(SCc2ccc(C(=O)O)cc2)nnc1-c1cccs1
→ -5 | -2 | 1
- COc1cccc(CN(C)Cc2c(C)noc2C)c1O
→ / | -4 | -5
- Cc1nc2ccc(Br)cc2c2c1C(=O)N(C1CCN(Cc3cccnc3)C1)C2=O (stereo not given)
→ -3 | 1 | 0
